T cell modulator: T cell immune modulation candidate; 2C CD8+ T cell-vesicle binding, flow cytometry; hits give low values; calls only at 7 µM; 0.068% of 330,000 active;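 active means response, share of CD8 T cells binding vesicles, and their 90th percentile fluorescence all below set limits, cut at about 80% in these data, passing the limit was not always enough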
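Test system: purified 2C TCR transgenic mouse naive CD8+ T cells. Probe or stimulus: QL9-peptide-loaded Drosophila micro-vesicles bearing Ld, ICAM-1 and B7-1. Incubation: binding step 1.5 h, 37 °C, antibody labelling 20 min, ice. Measured by: flow cytometry of vesicle-bound cells.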
P. falciparum M17LAP: P. falciparum M17LAP inhibitors, primary screen, biochemical, fluorogenic H-Leu-NHMec substrate, 1536-well (AID 1619); inhibition, % at 30 µM, or IC50 in µM where a hit was titrated; recombinant M17LAP, H-Leu-NHMec fluorogenic kinetic assay; higher % means a stronger effect; 0.38% of 220,000 active;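 active means compound inhibiting the enzyme by more than half at any dose during confirmatory dose-response retesting; inconclusive means strong single-dose inhibitors picked by rank but not retested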;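 further: plate controls were full reaction with DMSO carrier for no effect and no enzyme background for full effect; strong numbers were not always called active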
M1AAP inhibition: malaria alanyl aminopeptidase activity blockers – biochemical, fluorogenic H-Leu-NHMec substrate, 1536-well (AID 1445); recombinant M1AAP, H-Leu-NHMec fluorogenic kinetic assay; higher % means a stronger effect; inhibition, % at 30 µM, or IC50 in µM where a hit was titrated; 0.42% of 220,000 active;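 active means primary inhibition above the hit cutoff, then over 50% inhibition at one or more dose response concentrations, cut at about 23% in these data, passing the limit was not always enough; inconclusive means conflicting primary data, or primary hits not chosen for dose response; inactive means low primary inhibition, or under 50% at every dose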;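 further: plate controls were DMSO full reaction for no effect and no enzyme background for full effect; strong numbers were not always called active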
Autophagy HCS: modulators of autophagy; MEF GFP-LC3 puncta imaging; test concentration mostly 10 µM; calls only at 10 µM (by protocol); 0.98% of 190,000 active;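 active means percentage of spot-positive cells more than 3 SD above its plate mean, without a fluorescence outlier flag or 80% toxicity; inconclusive means no clear call, values can overlap the other calls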;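 further: spot-positive cell cutoff set from DMSO-treated cells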
WT yeast gro inh: growth inhibition of WT yeast, mitochondrial fusion screen | mitochondrial fusion phenotypic screen, WT strain | inhibition, % at 10 µM | 2.1% of 190,000 active; in the data active means inhibition above about 58%; tested in S. cerevisiae
MT stabilize HCS: microtubule stabilization, imaging screen | 0.83% of 200,000 active | % tubulin-high responders, % at 10 µM | HeLa tubulin immunostaining HCS, 24 h; share of cells brighter than vehicle mean+2SD;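 active means plate Z-score above 3 for both tubulin-high and condensed-nucleus cell shares, with cell loss under 80%, at 10 µM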;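 further: anti alpha tubulin signal scored within the nucleus-defined area of each cell; some results filed as inactive read as strong as hits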
Dynein cargo inh: dynein cargo transport inhibition; 3617.4 mouse cells, GR-EGFP nuclear translocation imaging; test concentration mostly 20 µM; stimulated with dexamethasone, 1 µM; hits give low values; 0.47% of 220,000 active; z-score, hits read low;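 active means plate z-score of nuclear minus cytoplasmic receptor signal below a set negative limit, without overly bright fluorescence or cell loss, cut at about -3.5 in these data, passing the limit was not always enough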;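 further: z-score of nuclear minus cytoplasmic ring GR-EGFP intensity difference per well; some compounds called inactive have numbers as strong as hits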
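Schedule: 48 h induction, then 1 h compound, then 30 min agonist, 37 °C. Buffer or medium: tetracycline-free induction medium containing charcoal-stripped FBS. Reagent: 1.0 µM final dexamethasone stimulus. Evaluation: nuclear versus cytoplasmic GR-EGFP signal, averaged per well. Signal: high-content fluorescence imaging after fixation.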
bCat nuc transl: beta-catenin nuclear translocation modulation. HeLa beta-catenin nuclear translocation, immunofluorescence imaging. nuclear translocation activity, % at 5 µM. 0.3% of 190,000 active;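 active means nuclear translocation activity above 50% at 5 µM, with a well cell count of 50 or more; inconclusive means wells under 50 cells across six images, flagged as toxic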;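 further: per-cell ratio of nuclear to cytoplasmic median beta-catenin stain intensity; plate controls were DMSO negative control for no effect and GSK-3 inhibitor IX positive control for full effect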
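Test system: HeLa cells, endogenous beta-catenin; Compound: single 5 µM dose plus 0.02–20 µM confirmation series; Times: compound exposure 24 h at 37°C; Signal: fluorescence imaging of beta-catenin antibody stain plus DAPI; Read-out: % activation, nuclear-to-cytoplasmic median beta-catenin signal ratio per cell.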
Yfh1-depleted yeast: enhancers of respiration in Yfh1-depleted yeast, dose response, Friedreich's ataxia, plus single-dose screen (AID 1465). S. cerevisiae Yfh1-off respiration, WST-1 reduction, 72 h; higher fold induction means a stronger effect. one-dose fold induction at 50 µM; EC50 in µM for titrated hits. 0.074% of 220,000 active;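 active means fold induction of absorbance versus untreated yeast above a set limit, then at least 30% activation at any dose in follow-up; inconclusive means repeats straddling the limit, or above it without dose testing; inactive means fold induction below the set limit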;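 further: activators that raise dye reduction in frataxin-depleted yeast; strong numbers were not always called active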
WT yeast gro inh mutant strain: recorded beside WT yeast gro inh, whose call it bears; inhibition, %; mitochondrial fusion phenotypic screen, mutant strain inhibition
Dynein cargo inh cytoplasmic EGFP: recorded beside Dynein cargo inh, whose call it bears; z-score; measured here: cytoplasmic GR-EGFP intensity; hits give high values
Dynein cargo inh nuclear GR-EGFP: further read-out of Dynein cargo inh, marked with its call; z-score; measured here: nuclear GR-EGFP intensity;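 lower value marks the stronger effect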
Dynein cargo inh cell count: second read-out of Dynein cargo inh, no call of its own (marks repeat the call); z-score; measured here: cell count per field
bCat nuc transl cell count 5 µM: recorded beside bCat nuc transl, whose call it bears; cell count; measured here: cell count, cytotoxicity flag
T cell modulator vesicle-bound %: further read-out of T cell modulator, marked with its call; double positive events, %; measured here: CD8+ vesicle-bound cell fraction;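 binding gate set so that unloaded-vesicle control wells show 10% double positive cells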
MT stabilize HCS Hoechst-high %: also measured in MT stabilize HCS; calls as there; % Hoechst-high responders; measured here: nuclear condensation Hoechst responders;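 share of cells brighter than vehicle mean plus two SD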
MT stabilize HCS cytotoxicity %: recorded beside MT stabilize HCS, whose call it bears; toxicity, %; measured here: cytotoxicity by cell density;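 0% = mean cell density of plate MIN control wells and 100% = no cells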
Autophagy HCS cell loss 18 h: further read-out of Autophagy HCS, marked with its call; toxicity, %; measured here: cell loss, nuclei count;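 cell loss after 18 h compound exposure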
* marks the source's active call; other numbers are inactive results; i = inactive; ? = inconclusive; nt = no result given.

SMILES	T cell modulator	T cell modulator vesicle-bound %	P. falciparum M17LAP	M1AAP inhibition	Autophagy HCS	Autophagy HCS cell loss 18 h	WT yeast gro inh	WT yeast gro inh mutant strain	MT stabilize HCS	MT stabilize HCS Hoechst-high %	MT stabilize HCS cytotoxicity %	Dynein cargo inh	Dynein cargo inh cytoplasmic EGFP	Dynein cargo inh nuclear GR-EGFP	Dynein cargo inh cell count	bCat nuc transl	bCat nuc transl cell count 5 µM	Yfh1-depleted yeast
N#Cc1c(SCc2cccc(Cl)c2)sc(C(=O)c2ccccc2)c1N	i	42	-4%	1%	i	-2	33	28	7.8	6.2	0.6	-0.6	-0.23	-0.42	0.42	nt	nt	i
Cc1oc2ccc(OCC(N)=O)cc2c1C(=O)OC(C)C	i	60	1%	4%	i	5	12	4	16	1.5	13	-1.2	-0.4	-0.88	1.9	0.7	848	i
CCCOC(=O)NC(CC)COC(=O)Nc1cccc(C)c1C (stereo unspecified)	i	29	-10%	-1%	i	-15	6	-9	2.8	1.7	1.8	-0.4	-0.21	-0.099	0.35	0.1	925	i
Cn1cc(C(=O)Nc2ccc(F)c(Cl)c2)cn1	i	46	21%	0%	i	10	-10	-14	6.0	2.4	4.1	0.82	-0.27	0.097	-0.36	-5.3	571	i
O=C(COc1ncnc2sccc12)N1CCN(C(=O)c2ccco2)CC1	i	43	3%	5%	i	11	-1	-3	3.5	3.1	10	-0.18	-0.16	-0.39	0.5	-2.5	1089	i
Cn1c(CCNC(=O)c2ccccc2F)nnc1SCc1nc2ccccc2c(=O)[nH]1	i	40	8%	2%	i	-2	0	12	1.3	0.6	32	-0.88	-0.21	-0.2	0.73	-1.0	1097	i
COC(=O)c1cc(-c2ccc(OC)cc2)on1	i	11	-7%	-2%	i	-9	-22	-14	3.3	0.9	9.3	-0.0076	-0.17	0.015	-0.52	-0.2	1053	i
CC(C)(C)c1ccc(-c2noc(C(=O)NN)n2)cc1	i	43	4%	8%	nt	nt	nt	nt	nt	nt	nt	-0.11	0.19	0.0035	0.57	1.4	1234	i
Cn1c(=O)c2c(nc(CN3CCC(C(N)=O)CC3)n2Cc2c(Cl)cccc2Cl)n(C)c1=O	i	24	7%	3%	i	4	-6	1	2.6	2.3	5.4	-0.47	-0.12	-0.013	0.87	-4.9	1169	i
COc1cccc(N2C(=O)CC(N3CCC(c4nc5ccccc5[nH]4)CC3)C2=O)c1 (stereo unspecified)	i	36	4%	-4%	i	2	0	-12	4.0	4.1	6.8	-0.82	-0.23	-0.51	0.72	nt	nt	i
Cc1noc(C)c1CSCC(=O)OCC(=O)Nc1sccc1C#N	i	12	-6%	11%	i	-14	2	-3	5.6	3.5	4.1	2.8	-0.086	1.6	-2	0.1	1184	i
COc1ccc(/C=N/n2c(-c3n[nH]c4c3CCC4)n[nH]c2=S)cc1	i	38	9%	2%	nt	nt	nt	nt	nt	nt	nt	-0.81	-0.15	0.2	0.15	0.2	1303	i
CN(C)c1nc(N(C)C)n(C(=O)c2cccs2)n1	i	58	0%	2%	i	3	-7	-8	7.5	2.2	6.6	-0.3	-0.29	0.14	0.85	-8.5	1081	i
Cc1cc(C)n(-c2cc(N3CCN(C(=O)c4ccccc4C)CC3)ccc2[N+](=O)[O-])n1	i	14	nt	nt	i	-10	nt	nt	3.7	1.9	1.4	0.6	-0.22	-0.0081	0.86	nt	nt	i
CCOC(=O)C1CCCC(NS(=O)(=O)c2ccc(NC(C)=O)cc2)C1 (stereo unspecified)	i	22	3%	4%	i	30	-17	-11	1.7	1.8	7.7	-0.63	0.095	0.058	-0.22	-3.9	1141	i
O=C(NC1CCCC1)C1CCCN1C(=O)Nc1ccccc1 (stereo unspecified)	i	28	-2%	-6%	i	46	-8	-5	1.6	1.5	6.5	-0.42	-0.16	-0.046	0.4	-0.8	851	i
COc1ccc(N=C2C(=Nc3ccc(OC)cc3)N(c3ccc(OC)cc3)C(=S)N2c2ccccc2)cc1	i	38	26%	5%	i	-1	6	5	2.5	0.9	9.0	0.12	0.088	0.53	0.49	-2.3	1115	i
COc1ccc(CC2(CO)CCN(Cc3ccncc3)CC2)cc1	i	65	-2%	-2%	i	3	-12	3	9.3	1.2	4.1	-0.0012	-0.12	-0.26	0.17	0.3	1529	i
c1cc2c3c(cccc3c1)NC1(CCC3(CC1)Nc1cccc4cccc(c14)N3)N2	i	40	0%	?	nt	nt	nt	nt	nt	nt	nt	-1.4	0.34	-0.77	-0.55	3.0	1027	i
COC(=O)\C(C(C)=O)=C(/C=C/C=C/N(C)C)N(C)C	i	53	13%	4%	i	12	5	10	7.1	1.7	3.2	-0.38	-0.38	-0.074	0.91	2.4	1111	i
CCN(CC)CCNC(=O)Cn1c(C)cc2ccccc2c1=O	i	16	10%	4%	i	-7	6	19	1.2	1.4	11	0.12	-0.3	0.19	0.42	-0.3	1180	i
Cc1cc(C2=NNC(=NC3CC3)SC2)c(C)n1-c1c(C)n(C)n(-c2ccccc2)c1=O	i	65	12%	3%	i	-12	-9	-14	4.1	2.1	9.2	0.27	-0.23	0.67	-0.027	-5.9	557	i
CCc1cccc(OCCCN2C(=O)NC(C)(C)C2=O)c1	i	42	10%	-3%	i	10	-12	22	3.0	1.3	13	-0.68	-0.24	-0.47	1.3	nt	nt	i
CS(=O)(=O)Nc1ccc(C2=NN(S(C)(=O)=O)C(c3ccc4nccnc4c3)C2)cc1 (stereo unspecified)	i	48	26%	6%	i	19	7	1	3.7	1.9	3.2	0.36	0.077	0.52	-1.7	0.8	1609	i
CSCCC(NC(=O)c1occc1C)C(=O)O (stereo unspecified)	i	35	2%	12%	i	-9	-5	-4	5.2	2.1	9.5	-0.04	-0.077	-0.051	-0.59	1.0	1074	i
COCCCNC(=O)C1CCC(CNS(=O)(=O)c2ccc(OC)cc2)CC1 (stereo unspecified)	i	28	-1%	4%	i	13	8	1	1.8	1.1	3.4	-0.81	0.73	-0.1	0.66	-0.6	1106	i
COc1ccc(CN(C)CC(=O)Nc2c(C)cccc2C)c(OC)c1	i	6	4%	2%	i	-5	-14	-8	1.3	2.0	6.9	1.5	-0.27	0.77	-2.1	8.0	861	i
COc1ccc(C2C(=O)c3ccccc3C2=O)cc1	i	20	18%	15%	i	-10	-5	4	4.2	1.6	6.9	1.8	-0.25	1.2	-0.62	nt	nt	i
CN(C)S(=O)(=O)N1CCN(c2ccccc2)CC1	i	17	-8%	-9%	i	-10	-27	-8	1.7	1.7	5.3	-0.36	0.76	0.041	-0.32	nt	nt	i
Brc1ccccc1/C=N/Nc1ccccn1	i	24	5%	6%	i	-9	0	27	3.4	3.3	6.5	2.2	-0.23	1.7	-2.3	1.8	1123	i
COc1ccc(CCNCc2ccc(OCc3ccc(Cl)nc3)c(OC)c2)cc1OC	i	13	6%	3%	i	1	3	3	1.1	1.2	2.9	-1.1	0.00041	-0.34	0.82	-1.2	894	i
Cc1nc2cc(NC(=O)N3CCCCC3)ccc2n1C	i	7	-12%	-1%	i	-2	-21	-14	3.6	2.5	6.8	-0.46	-0.24	-0.42	0.93	-6.8	1190	i
COc1ccc(NC(=O)CSc2nnnn2C)c([N+](=O)[O-])c1	i	24	29%	10%	i	1	-10	11	3.3	2.7	5.5	-0.25	-0.2	-0.065	0.77	-1.5	1076	i
Cc1ccc(NC(=S)N2CCN(Cc3ccccc3)CC2)c(C)c1	i	49	-5%	0%	i	-4	7	-3	5.1	2.0	8.3	1.4	-0.047	0.65	-1.1	-0.4	1108	i
O=C(Cc1ccc(-c2ccccc2)cc1)NCc1cccnc1	i	49	21%	5%	i	1	1	-2	13*	35*	28*	1.6	-0.32	0.86	-0.44	45	492	i
Cc1ccc(N/C=C/C(=O)c2sc(-c3ccccc3)nc2C)cc1	i	54	-11%	6%	i	-29	9	10	51*	18*	35*	0.63	-0.15	-0.029	0.052	0.8	842	i
COc1cccc(-c2noc(-c3cccs3)n2)c1	i	17	1%	9%	i	0	0	12	2.1	2.2	6.2	-1	-0.19	-0.16	-0.38	-1.4	1048	i
COc1cccc(/C=C(/CC(=O)Nc2ccc(N3CCOCC3)cc2)c2nc3ccccc3s2)c1	i	6	2%	3%	i	-4	9	2	1.3	2.1	2.6	0.58	-0.11	0.71	-0.76	2.1	932	i

Bioassay records deposited in PubChem by several laboratories.
